TRPC6 activator – mouse TRPC6 channel activators, primary screen, cell-based, HEK293, membrane potential dye; Short transient receptor potential channel 6 (Mus musculus), Q61143; HEK293-TRPC6 membrane potential dye fluorescence; active compounds read high; B-score at 10 µM; 310,000 compounds, 0.13% hits;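 active means B-score of the integrated fluorescence ratio above library mean plus 3 SD, and starting fluorescence ratio within library mean plus 5 SD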;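 further: higher score means more depolarization so channel activation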
MrgX1 agonist – agonists of human MrgX1 receptor, primary screen, HEK293 cells, Fluo-4 calcium flux. Mas-related G-protein coupled receptor member X1 (Homo sapiens), Q96LB2. AID 588627, 2011. 310,000 compounds, 0.44% hits. Fluo-4 calcium fluorescence, agonist mode; active compounds read high. B-score at 10 µM;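 active means calcium response B-score plate-corrected fluorescence ratio at least 3 library SD, with starting fluorescence B-score inside 5 SD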
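Assay system: stable human MrgX1 HEK293 cell line. Quantity: 15,000 cells per well. Schedule: cells plated overnight, dye loaded 0.5 h 37 °C, 0.5 h room temperature. Detection: Fluo-4 NW calcium-flux fluorescence, kinetic read. Read-out basis: peak-minus-minimum fluorescence over baseline, converted to B scores. Control set: positive and negative control wells on each plate.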
MrgX1 antagonist – antagonists of human MrgX1 receptor, primary screen, HEK293 cells, Fluo-4 calcium flux; BAM8-22 antagonism; active compounds read low; Mas-related G-protein coupled receptor member X1 (Homo sapiens), Q96LB2; 310,000 compounds, 1.3% hits; B-score at 10 µM; AID 588676, 2011;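 active means calcium-response B-score plate-corrected more than 3 library SD below zero, starting fluorescence within 5 deviations, no agonist response on first addition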;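 further: peak minus trough fluorescence over baseline after final BAM8-22 challenge near maximal dose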
TMEM16A inh – TMEM16A chloride channel inhibitors, primary screen, cell-based, HTS. HEK293 TMEM16A/YFP iodide influx fluorescence, ionomycin. normalized B-score (activity score, 25-100; higher = stronger inhibition) at 10 µM. 310,000 compounds, 1.2% hits;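 active means ratio plate-corrected score three or more library SD toward inhibition, starting fluorescence score within five deviations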;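 further: score derived from kinetic fluorescence span divided by baseline fluorescence per well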
Target sequence (Q8BHY3 whole entry, looked up): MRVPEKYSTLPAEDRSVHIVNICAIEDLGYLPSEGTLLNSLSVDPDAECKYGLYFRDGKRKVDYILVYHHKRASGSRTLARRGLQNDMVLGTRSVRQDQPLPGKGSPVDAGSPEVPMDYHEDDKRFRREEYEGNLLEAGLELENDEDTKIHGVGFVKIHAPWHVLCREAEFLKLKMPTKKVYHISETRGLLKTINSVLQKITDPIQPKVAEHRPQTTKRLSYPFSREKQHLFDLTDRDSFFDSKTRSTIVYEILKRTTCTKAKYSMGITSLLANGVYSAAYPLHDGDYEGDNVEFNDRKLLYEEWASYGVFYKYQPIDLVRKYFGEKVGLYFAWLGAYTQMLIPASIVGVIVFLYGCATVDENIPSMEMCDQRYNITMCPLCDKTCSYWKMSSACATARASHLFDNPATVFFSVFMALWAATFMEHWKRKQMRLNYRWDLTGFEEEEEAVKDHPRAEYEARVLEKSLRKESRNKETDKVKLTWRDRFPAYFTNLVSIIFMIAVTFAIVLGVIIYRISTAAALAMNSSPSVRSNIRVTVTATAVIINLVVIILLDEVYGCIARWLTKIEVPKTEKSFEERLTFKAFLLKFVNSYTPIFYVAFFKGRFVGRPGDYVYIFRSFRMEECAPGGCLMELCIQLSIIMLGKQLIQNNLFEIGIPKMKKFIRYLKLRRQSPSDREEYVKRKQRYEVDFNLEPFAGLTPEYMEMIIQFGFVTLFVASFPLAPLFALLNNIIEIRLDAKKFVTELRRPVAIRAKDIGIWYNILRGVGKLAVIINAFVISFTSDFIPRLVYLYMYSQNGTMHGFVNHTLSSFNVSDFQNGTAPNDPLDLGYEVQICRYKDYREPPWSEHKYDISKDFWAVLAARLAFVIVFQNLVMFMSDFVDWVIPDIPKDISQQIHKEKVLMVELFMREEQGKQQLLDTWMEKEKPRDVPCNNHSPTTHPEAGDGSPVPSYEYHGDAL
MrgX1 PAM – positive allosteric modulators of MrgX1, primary screen, HEK293 cells, Fluo-4 calcium flux. B-score at 10 µM. FDSS; active compounds read high. AID 588675, 2011. 310,000 compounds, 0.63% hits. Mas-related G-protein coupled receptor member X1 (Homo sapiens), Q96LB2;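 active means plate-corrected calcium response at least 3 library SD above typical, normal starting fluorescence, not activating the receptor alone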;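 further: compound read alongside a low EC10 to EC30 dose of BAM8-22 agonist; peak minus trough fluorescence over baseline measured at the second addition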
TRPC4 potent – positive allosteric modulators of TRPC4, primary screen, cell-based, mouse TRPC4beta, HEK293 mu-opioid, Fluo-4 calcium | Short transient receptor potential channel 4 (Mus musculus), Q9QUQ5 | DAMGO EC20, Fluo-4 Ca2+ flux; active compounds read high | B-score at 10 µM | 310,000 compounds, 0.42% hits | AID 2227, 2009;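 active means B-score of calcium response area above 5 SD of library B-scores, with initial fluorescence ratio within 5 SD of library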;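 further: B-score of integrated fluorescence ratio over time as area under calcium response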
ANO1 activ – TMEM16A chloride channel activators or potentiators, primary screen, cell-based, HTS. B-score at 10 µM. Anoctamin-1 (Mus musculus), Q8BHY3. HEK293 TMEM16A/YFP-H148Q/I152L, iodide quench fluorescence; active compounds read low. 340,000 compounds, 0.3% hits;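 active means fluorescence-ratio B-score plate-corrected deviation score at least 3 library SD below zero, with starting fluorescence score within 5 deviations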;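 further: channel opened by trigger with iodide after compound preincubation; score built on the fluorescence ratio of max minus min over baseline; more negative score means more quench and so TMEM16A activation or potentiation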
TRPC4 block – inhibitors of mouse TRPC4 channel, primary screen, Fluo4 calcium, HEK293 TRPC4beta/mu-opioid cells; Short transient receptor potential channel 4 (Mus musculus), Q9QUQ5; DAMGO-evoked Fluo4 calcium flux; active compounds read low; B-score at 10 µM; 300,000 compounds, 0.39% hits; AID 2247, 2010;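 active means B-score over 3 SD under the library average, no early fluorescence shift, positive overall ratio signal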
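System: stable TRPC4beta/mu-opioid receptor HEK293 cells; Dosing: single-point compound dosing; Measured by: Fluo4 Ca2+ flux fluorescence; Read-out basis: per-well B score of integrated baseline-normalized Fluo4 ratio.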
RGS4 inh – RGS4 inhibitors, primary screen, cell-based, HEK293 M3R inducible RGS4, calcium flux; 310,000 compounds, 0.45% hits; B-score at 10 µM; Fluo-4 calcium flux; active compounds read high; triggered by carbachol at its EC20;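 active means B-score, a plate-corrected calcium signal, over three deviations above library mean, with baseline fluorescence within five deviations of library mean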;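 further: RGS4 expression induced by doxycycline in cells with stable M3 receptor; B-score is computed from the integrated fluorescence ratio over baseline after carbachol; higher B-score means a larger calcium signal and so more RGS4 inhibition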
TRPC4 agonist – activators of mouse TRPC4 channel, primary screen, Fluo4 calcium, HEK293 TRPC4beta/mu-opioid cells. Short transient receptor potential channel 4 (Mus musculus), Q9QUQ5. Fluo4 calcium fluorescence; active compounds read high. B-score at 10 µM. 310,000 compounds, 0.49% hits. AID 2237, 2010;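 active means B-score above 5 SD of library B-scores, and initial fluorescence ratio not above library mean plus 5 SD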;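 further: positive B-score marks a calcium rise read as TRPC4 activation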
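Material: TRPC4beta and mu-opioid receptor HEK293 stable cells | Incubation: 45 min room-temperature Fluo4 loading, 110 s read | Detection: Kinetic Fluo4 calcium fluorescence | Measure: Integrated baseline-normalised fluorescence ratio, converted to per-well B score | Benchmarks: Low control buffer alone, high control maximal DAMGO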
TRPC6 inh – mouse TRPC6 channel inhibitors, primary screen, cell-based, HEK293, membrane potential dye. Short transient receptor potential channel 6 (Mus musculus), Q61143. ACh-evoked depolarization; active compounds read low. B-score at 10 µM. 310,000 compounds, 1.1% hits;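 active means B-score under library mean minus 3 SD, initial fluorescence not abnormally high, positive integrated signal ratio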;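 further: B-score derived from integrated fluorescence ratio over the kinetic read; more negative B-score means stronger inhibition of depolarization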
The depositor's hits bear a star; i = inactive; / = no result given.

SMILES	TRPC6 activator	MrgX1 agonist	MrgX1 antagonist	TMEM16A inh	MrgX1 PAM	TRPC4 potent	ANO1 activ	TRPC4 block	RGS4 inh	TRPC4 agonist	TRPC6 inh
C=CCNC(=O)c1ccc2c3n(nc2c1)-c1ccccc1CO3	i	i	i	i	i	i	i	i	i	i	i
Cc1cccc(-c2onc3ccc(C4(C)OCCO4)cc23)c1	i	i	i	i	i	i	i	i	i	i	i
O=C(O)c1cccc(Nc2ccc([N+](=O)[O-])cn2)c1	i	i	i	i	i	i	i	i	i	i	i
CCn1c(SCC(=O)Nc2ccccc2)nnc1C1CCCCC1	i	i	i	i	i	i	i	i	i	i	i
O=C(COc1ccc2ccccc2c1)NCC1CCCO1 (configuration not stated)	i	i	i	i	i	i	i	i	i	i	i
COc1ccc(C(=O)N2CCN(C3CCCCC3)CC2)cc1OC	i	i	i	i	i	i	i	i	i	i	i
CCOC(=O)c1sc(NC(=O)CSc2nccc(C)n2)nc1C	i	i	i	i	i	i	i	i	i	i	i
C=CCNc1ccc(N2C(=O)C3CCC(C)CC3C2=O)cc1[N+](=O)[O-] (configuration not stated)	i	i	i	i	i	i	/	i	i	i	i
CCN1CCN(C(=O)/C=C/c2ccc(C)o2)CC1	i	i	i	i	i	i	i	i	i	i	i
Cc1cc2c(N)cccc2nn1	i	i	i	i	i	i	i	i	i	i	i
Cc1nc2ccc(C(=O)N3CCN(Cc4ccccc4)CC3)cc2[nH]1	i	i	i	i	i	i	i	i	i	i	i
Cc1ccc(C(=S)NCS(=O)(=O)c2ccc(C)cc2)cc1	i	i	i	i	i	i	i	i	i	i	i
CCCC(=O)Nc1ccc(C(=O)NCCCn2ccnc2)cc1	i	i	i	i	i	i	i	i	i	i	-6*
O=C(N/N=C/c1ccoc1)c1ccc(Br)cc1	i	i	i	i	i	i	i	i	i	i	i
Cc1c(NC(=O)COC(=O)/C=C/c2ccc(Cl)cc2)c(=O)n(-c2ccccc2)n1C	i	i	i	i	i	i	i	i	i	i	i
Cc1ccc(NC(=O)c2cnc(SCC(=O)NCC3CCCO3)n(C)c2=O)cc1C (configuration not stated)	i	i	i	i	i	i	i	i	i	i	i
O=C(c1ccccc1)c1ccc(-n2cnnc2)c([N+](=O)[O-])c1	i	i	i	i	i	i	i	i	i	i	i
CCc1nc2cc3sc(CC)nc3cc2s1	i	i	i	i	i	i	i	i	i	i	i
Cc1oc(-c2ccccc2Cl)nc1CN1CCCN(C(=O)c2ccco2)CC1	i	i	i	i	i	i	i	i	i	i	i
Oc1c(Br)cc(/C=N/NC(=S)NCc2ccco2)cc1Br	i	i	i	i	i	i	i	i	i	i	i
CCn1ccc2c(OCC(=O)NCCc3ccc(OC)c(OC)c3)cccc2c1=O	i	i	i	i	i	i	i	i	i	i	i
Cc1cccc(C(O)(C(=O)NNc2ccc3ccccc3n2)c2cccc(C)c2)c1	i	i	i	i	i	i	i	i	i	i	i
Cc1noc(NS(=O)(=O)c2ccc(NC(=O)CSc3nc4c(cc3C#N)CCCC4)cc2)c1C	i	i	i	i	i	i	i	i	i	i	i
CCc1ccc(NC(=O)COC(=O)CCc2nc3cc(S(=O)(=O)N(CC)CC)ccc3n2C)cc1	i	i	i	i	i	i	i	i	i	i	i
CC(C)c1nnc(NC(=O)c2cccc(-n3cnnn3)c2)s1	i	i	i	i	i	i	i	i	i	i	i
O=C(Nc1ccccc1C(=O)N1CCOCC1)c1ccc(Br)cc1	i	i	i	i	i	i	i	i	i	i	i
Nc1nc(N)c2cc(Sc3ccc4ccccc4c3)ccc2n1	i	i	i	i	i	i	i	i	i	i	i
COc1ccc2c(c1)c(N=O)c(O)n2C	i	i	i	i	i	i	i	i	i	i	i
Cc1cc(C)nc(N2N=C(C(F)(F)F)CC2=O)n1	i	i	i	i	i	i	i	i	i	i	i
Cc1ccc(CNS(=O)(=O)c2ccc(CN3C(=O)c4cccnc4C3=O)cc2)o1	i	i	i	i	i	i	i	i	i	i	i
CCOc1cc(S(=O)(=O)N2CCCCC2)ccc1Cl	i	i	i	i	i	i	i	i	i	i	i
Cn1c(SCc2c(F)cccc2Cl)nnc1-c1cccs1	i	i	i	i	i	i	i	i	i	i	i
Cc1ccc(OCC(=O)Nc2ccc(-c3nc4ncccc4o3)cc2)c(C)c1	i	i	i	i	i	i	i	i	i	i	i
NC(=O)c1ccc(NCCCN2CCOCC2)c([N+](=O)[O-])c1	i	i	i	i	i	i	i	i	i	i	i
O=C(NCCc1c[nH]c2ccccc12)C(=O)NCC1OCCCN1S(=O)(=O)c1cc(F)ccc1F (configuration not stated)	i	i	i	i	i	i	i	i	i	i	i
CN(C)c1cc[n+](CC(=O)Nc2cc(C(F)(F)F)ccc2Cl)cc1	i	i	i	i	i	i	i	i	i	i	i
COc1ccc(N=Cc2cc(Cc3ccccc3Cl)cc([N+](=O)[O-])c2O)cc1OC	i	i	i	i	i	i	i	i	i	i	i
COc1cc2c(cc1OC)C(C(C)C)=NC(C)(C)C2	i	i	i	i	i	i	i	i	i	i	i
CCn1cnc2cc(NCc3ccc(Cl)cc3)ccc21	i	i	i	i	i	i	i	i	i	i	-5.6*
c1ccc(CN2CCC(Nc3nc(-c4ccccc4)nc4ccccc34)CC2)cc1	i	i	i	i	i	i	i	i	i	i	-6.6*
Cc1ccc(C2/C(=C(/O)c3ccc(Cl)cc3)C(=O)C(=O)N2CC2CCCO2)o1 (configuration not stated)	i	i	i	i	i	i	i	i	i	i	i
COC(=O)C1CCCN1S(=O)(=O)c1ccccc1NC(=O)c1cc(OC)c(OC)c(OC)c1 (configuration not stated)	i	i	i	i	i	i	i	i	i	i	i
CC(C)(C)C(Cn1ccnc1)NC(=O)c1ccc2nc(C3CC3)oc2c1 (configuration not stated)	i	i	i	i	i	i	i	i	i	i	i
Cc1ccc(C(C)C)c(OCc2ccc(C(=O)N/N=C/c3cccc(O)c3O)cc2)c1	i	i	i	i	i	i	i	i	i	i	i
O=C(O)CCSCC(=O)c1ccc2c(c1)OCCO2	i	i	i	i	i	i	i	i	i	i	i
CCN(CC)S(=O)(=O)c1ccc(C(=O)NNC(=O)c2csc(N3CCOCC3)n2)cc1	i	i	i	i	i	i	i	i	i	i	i
CCCCOc1ccc(-c2[nH]ncc2C=O)cc1	i	i	i	i	i	i	i	i	i	i	i
COC(=O)c1c(C)[nH]c(C(=O)CSc2ccc(Cl)cc2)c1C	i	i	i	i	i	i	i	i	i	i	i
CCCn1c(=O)c2sccc2n2c(CCCC(=O)NCC3CCCO3)nnc12 (configuration not stated)	i	i	i	i	i	i	i	i	i	i	i
Cc1ccc(N(CC(=O)Nc2ccccc2C(=O)NCc2ccco2)S(=O)(=O)c2ccccc2)cc1C	i	i	i	i	i	i	i	i	i	i	i
CCN(CC)Cc1c(C(=O)N/N=C/c2ccc(C)o2)nnn1-c1nonc1N	i	i	i	i	i	i	i	i	i	i	i
CCC(C)C(NC(=O)c1ccccc1NC(=O)c1ccccc1)C(=O)O (configuration not stated)	i	i	i	i	i	i	i	i	i	i	i
C/C(=N/NS(=O)(=O)c1ccc(C)cc1)c1c[nH]c2ccccc12	i	i	i	i	i	i	i	i	i	i	i
Cc1nnsc1C(=O)NNc1ccc(C(C)C)cc1	i	i	i	i	i	i	i	i	i	i	i
COc1ccc(S(=O)(=O)Nc2c(C(=O)O)[nH]c3ccccc23)cc1	i	i	i	i	i	i	i	i	i	i	i
Cc1ccc(/C=C2\SC(=S)N(CCC(=O)Nc3ccc(O)cc3)C2=O)cc1	i	i	i	i	i	i	i	i	i	i	i
O=C(CN(Cc1ccccc1)C(=O)CCC(=O)Nc1nccs1)NCc1ccccc1	i	i	i	i	i	i	i	i	i	i	i
Cn1c(=O)c2c(=O)cc(NNC(=O)CC#N)[nH]c2n(C)c1=O	i	i	i	i	i	i	i	i	i	i	i
Cc1cc(C)nc(NC(=O)c2cc3ccccc3o2)n1	i	i	i	i	i	i	i	i	i	i	i
O=C(CN1C(=O)c2ccccc2S1(=O)=O)NCc1ccccn1	i	i	i	i	i	i	i	i	i	i	i

More results follow.
SMILES	TRPC6 activator	MrgX1 agonist	MrgX1 antagonist	TMEM16A inh	MrgX1 PAM	TRPC4 potent	ANO1 activ	TRPC4 block	RGS4 inh	TRPC4 agonist	TRPC6 inh
CCC(CC)C(=O)NCc1ccc(OC)cc1	i	i	i	i	i	i	i	i	i	i	i
Cn1cc(Cl)c(C(=O)Nc2cccc(Cl)c2Cl)n1	i	i	i	i	i	i	i	i	i	i	i
CCN(CC)C(=O)COn1c(SCC(=O)N(CC)CC)nc2ccccc2c1=O	/	i	i	i	i	/	i	/	/	/	/
CCC(=O)Oc1ccc(C2N(C(=O)CC)CCN2S(=O)(=O)c2ccc(C)cc2)cc1OC (configuration not stated)	i	i	i	i	i	i	i	i	i	i	i
COc1ccc(N2CCN(C(=O)CCCn3c(=O)c4cccn4c4cccnc43)CC2)cc1	i	i	i	i	i	i	i	i	i	i	i
COc1ccc(-c2csc(NC(CO)c3nc4ccccc4n3CCCO)n2)cc1 (configuration not stated)	i	i	i	i	i	i	i	i	i	i	i
CCC(=O)N=c1sc2cc([N+](=O)[O-])ccc2n1CCOC	i	i	i	i	i	i	i	i	i	i	i
Cc1nnsc1-c1onc(C)c1C(=O)O/N=C/c1ccc(Cl)cc1	i	i	i	i	i	i	i	i	i	i	i

Bioassay records from PubChem BioAssay.
